Gal4-VP16 FLuc – inhibits Gal4-VP16 luciferase reporter, ROR gamma counter-screen; Drosophila S2 Gal4-VP16 UAS-luciferase, luminescence, 20 h; Potency, µM (doses to about 53.6 µM), for inactives: top-dose activity, negative = inhibition, usual class: inhibitors; actives 3.5% (n = 310,000);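 further: Gal4-VP16 expression switched on by copper sulfate through the metallothionein promoter; potency means the concentration at half of the fitted maximal effect; on the % scale 0 is the no-effect control and ±100 the full control effect; nearly all actives have a fitted effect of over 50% in size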
RORg inh – inhibitors of mouse ROR gamma transcriptional activity. Drosophila S2 Gal4-RORgamma UAS-luciferase reporter, 20 h. Potency, µM (highest dose often 53.6 µM), for inactives: at the highest dose activity change, negative = inhibition, usual class: inhibitors. actives 5.4% (n = 310,000). AID 2551; further: potency means the concentration at half of the fitted maximal effect; on the % scale 0 is the no-effect control and ±100 the full control effect; nearly all actives have a fitted effect of over 60% in size
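ROR gamma transcriptional activity was tracked as Gal4-UAS luciferase output in stably transfected Drosophila Schneider cells, with compound added 1 hr before 700 uM copper sulfate induction and a 20 hr ambient-temperature incubation.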
Giardia kill – kills Giardia lamblia. Giardia lamblia trophozoite viability. activity change, % at 7.66 µM, hits read low. actives 0.15% (n = 340,000). AID 540267; in the data active means activity change below about -80%; inconclusive means between about -30% and that limit;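 further: parasites exposed to compound for two days anaerobically before the ATP read; on the % scale 0 is the no-effect control and ±100 the full control effect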
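Trophozoite viability was measured as ATP-dependent luminescence, read 15-30 min after reagent addition. Before that, parasites at 100 cells/well were exposed to compounds for 48 h, anaerobically, at 37 deg C.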
FLuc counter – firefly luciferase modulation, counter-screen for miR-21 project. purified FLuc, Km substrates, luminescence inhibition. actives 6.9% (n = 360,000). Potency, µM (doses to about 57.5 µM), without a hit: at the top dose activity change, negative = inhibition, most hits filed as inhibitors. P08659;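 further: potency means the concentration at half of the fitted maximal effect; plate controls were vehicle for no effect and reference inhibitor for full effect; nearly all actives have a fitted effect of over 55% in size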
Target sequence (P08659 whole entry, looked up): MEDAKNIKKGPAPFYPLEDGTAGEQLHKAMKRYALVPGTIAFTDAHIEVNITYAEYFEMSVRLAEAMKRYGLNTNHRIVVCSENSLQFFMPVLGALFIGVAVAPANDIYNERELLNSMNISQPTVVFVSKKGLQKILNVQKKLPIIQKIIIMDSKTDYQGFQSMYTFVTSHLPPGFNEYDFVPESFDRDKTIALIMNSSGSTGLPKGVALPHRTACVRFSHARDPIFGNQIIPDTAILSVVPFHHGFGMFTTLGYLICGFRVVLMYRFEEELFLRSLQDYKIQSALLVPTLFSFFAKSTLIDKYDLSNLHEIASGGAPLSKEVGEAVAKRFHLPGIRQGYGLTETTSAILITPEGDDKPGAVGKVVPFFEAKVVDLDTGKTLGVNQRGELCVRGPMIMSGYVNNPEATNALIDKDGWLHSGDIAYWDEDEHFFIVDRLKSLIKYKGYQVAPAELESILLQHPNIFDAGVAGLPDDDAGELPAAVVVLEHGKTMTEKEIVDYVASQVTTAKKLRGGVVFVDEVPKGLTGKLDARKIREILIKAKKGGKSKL
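Purified P. pyralis luciferase (10nM final) with 10uM D-luciferin and 10uM ATP (Km levels) in 50mM Tris acetate pH 7.5, 10mM Mg acetate, 0.01% Tween-20, 0.05% BSA; qHTS 6-point titration, ~60 µM downward; luminescence read.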
Rab9 prom act – activates the Rab9 promoter. Huh7 Rab9 promoter-luciferase reporter, luminescence, 24 h. Potency, µM (series often up to 9.22 µM), inactives show at the top dose activation, negative = inhibition, actives largely listed as activators. actives 2.8% (n = 320,000); further: potency means the concentration at half of the fitted maximal effect; % of control where 0% means no effect; nearly all actives have a fitted effect of over 60% in size
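Luciferase signal after 10 min detection reagent at ambient indicates Rab9 promoter upregulation; stably transfected Huh7 cells were treated 24 h with compound in DMSO at 37 °C, 5% CO2.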
Tb PFK block – inhibitors of T. brucei phosphofructokinase; Potency, µM (doses to about 57.5 µM), without a hit: top-dose activity, negative = inhibition, most hits filed as inhibitors; T. brucei PFK, ADP-Glo luminescence; AID 485367; actives 0.17% (n = 330,000); O15648;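 further: potency means the concentration at half of the fitted maximal effect; 0% = uninhibited 1x PFK enzyme wells and -100% = no-enzyme wells; nearly all actives have a fitted effect of over 60% in size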
Target sequence (O15648 whole entry, looked up): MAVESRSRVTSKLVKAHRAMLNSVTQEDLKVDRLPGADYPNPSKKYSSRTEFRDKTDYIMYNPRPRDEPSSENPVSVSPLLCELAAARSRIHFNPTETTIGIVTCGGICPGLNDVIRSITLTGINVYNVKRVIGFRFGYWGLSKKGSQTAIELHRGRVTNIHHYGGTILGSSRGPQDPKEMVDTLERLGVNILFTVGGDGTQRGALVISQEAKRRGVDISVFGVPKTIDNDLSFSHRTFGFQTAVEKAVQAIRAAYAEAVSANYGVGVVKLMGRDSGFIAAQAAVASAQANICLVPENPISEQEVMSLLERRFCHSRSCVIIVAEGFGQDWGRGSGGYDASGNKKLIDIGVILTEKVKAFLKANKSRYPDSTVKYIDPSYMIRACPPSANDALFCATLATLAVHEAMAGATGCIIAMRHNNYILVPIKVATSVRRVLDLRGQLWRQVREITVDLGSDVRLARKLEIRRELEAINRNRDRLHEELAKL
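1.25 nM PFK with 0.5 mM F6P and 0.1 mM ATP in 0.1 M TEA pH 8.0, 5 mM MgCl2, incubated 45 min at room temperature; ADP measured by ADP-Glo luminescence; compounds titrated up to 57 uM.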
NPC1 promoter act – NPC1 promoter activation; Huh7 NPC1 promoter luciferase reporter, 24 h; Potency, µM (highest dose often 9.22 µM), for inactives: at the top dose activation, most hits filed as activators; actives 2.4% (n = 320,000);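 further: potency means the concentration at half of the fitted maximal effect; % of control where 0% means no effect; nearly all actives have a fitted effect of over 60% in size; reporter is driven by a mutant NPC1 promoter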
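Luminescence from an NPC1 promoter-driven luciferase reporter in stably transfected Huh7 cells was measured after 24 h compound treatment at 37 °C, followed by 10 min ambient incubation with luciferase detection reagent.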
FBPA coupling cs – counter-screen for Giardia aldolase inhibitors: coupling enzyme system | AID 2472 | coupling enzyme system counterscreen, AmpLite Red fluorescence | actives 0.67% (n = 290,000) | activity change, negative = inhibition, % at 58.2 µM, hits read low; in the data active means activity change below about -30%; further: on the % scale 0 is the no-effect control and ±100 the full control effect
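Coupling enzymes only (glyceraldehyde-3-phosphate) + compound, at 57.5 uM final, 10 min RT; add substrate/coupling/AmpLite Red mix, 20 min RT; fluorescence ex 525/em 598 nm. Actives flag coupling-system interference.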
uPA surface inh – cell surface uPA generation inhibition. cell surface uPA generation assay, qHTS. Potency, µM (titrated, usually from 38.3 µM), inactives show at the highest dose activity change, negative = inhibition, most hits filed as inhibitors. actives 0.31% (n = 330,000); active means well fitted inhibition curve with a large enough effect; inconclusive means small, poorly fitted or top-dose-only effect; inactive means no such curve, though single readings can be large or run the other way; tested in mouse RAW 264.7 cells; further: potency means the concentration at half of the fitted maximal effect; on the % scale 0 is the no-effect control and ±100 the full control effect; nearly all actives have a fitted effect of over 55% in size
KCNH2 3.1 block – blocks the human KCNH2 3.1 channel isoform; U2OS KCNH2 3.1, thallium flux FluxOr; hits give low values; activity change, % (tested at about 1.8 µM); actives 0.95% (n = 340,000);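 active means maximum activity change below -70%; inconclusive means maximum activity change from -70% to -50%; inactive means maximum activity change above -50%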;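 further: thallium influx rate constant from kinetic fluorescence after stimulation buffer; on the % scale 0 is the no-effect control and ±100 the full control effect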
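Thallium flux read-out: FluxOr dye with Red40 quencher in HBSS/HEPES, 45 min at RT. Rate constants from kinetic reads were normalized to positive and negative DMSO controls. Cells: U2OS virally expressing the 3.1 isoform.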
ELG1 genotoxic – induces genotoxicity in HEK293T cells with luciferase-tagged ELG1; HEK293T ELG1-luciferase reporter, luminescence, 16 h; Potency, µM (highest dose often 46 µM), for inactives: top-dose activity change, positive = activation, actives largely listed as activators; actives 1.3% (n = 330,000); AID 504466; further: potency means the concentration at half of the fitted maximal effect; % of control where 0% means no effect; nearly all actives have a fitted effect of over 60% in size
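DMSO vehicle served as control against compound-treated ELG1-luciferase HEK293T cells; exposure lasted 16 hr at 37 °C and 5% CO2, followed by ONE-Glo luminescence detection after 30 min.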
Starred values were filed as active, the others as inactive; ? = inconclusive; / = no result given; & = joins results of further samples; [ ] = dose if it differs, or a comment. Unless noted, the call rests on the fitted dose curve; in most records, active means well fitted curve in the direction sought with a large enough effect; inconclusive means small, poorly fitted or top-dose-only effect, or another doubt; inactive means no such curve, though single readings can be large; an effect the other way counts as inactive or inconclusive.

structure,Gal4-VP16 FLuc,RORg inh,Giardia kill,FLuc counter,Rab9 prom act,Tb PFK block,NPC1 promoter act,FBPA coupling cs,uPA surface inh,KCNH2 3.1 block,ELG1 genotoxic
CC(CC(=O)Nc1ncc([N+](=O)[O-])s1)c1ccccc1 (centres undefined),?,-97%,-86*,?,19%,3%,8%,-1,1%,1,-8%
CCC(C)(C)n1nnnc1C(c1cc2cc3c(cc2[nH]c1=O)OCO3)N1CCN(C)CC1 (centres undefined),-7%,-9%[10 µM],18,-2%,0%,1%,0%,1,9%,5,4%
O=C(c1cc2ccccn2n1)N1CCN(c2cccc(C(F)(F)F)c2)CC1,0%,15%,-4,2%,-3%,4%,1%,2,/,21,-8%
CCOC(=O)C1(Cc2cccc(OC)c2)CCN(Cc2cccc(OCC)c2O)CC1,19%,?,-24,5%,-14%,7%,-2%,-2,5%,-22,-11%
CCCCn1c(-c2ccccc2)nnc1-c1ccccc1,-14%,-28%,4,6%,-1%,3%,-5%,1,4%,-6,-1%
CCOc1ncccc1C(=O)OCC(=O)N1c2ccccc2CC1C (centres undefined),/,/,-13,4%,1%,1%,-6%,/,20%,-10,-2%
Clc1ccccc1-c1nnc2sc(-c3ccco3)nn12,9%,-8%,1,8%,5%,5%,-4%,1,-2%,6,3%
CC1=C(C(=O)NC2CCCc3c2cnn3-c2cccc(C)c2C)OCCO1 (centres undefined),11µM*,?,18,2%,-30%[inhibitor],0%,-26%,/,-3%,20,-3%
COc1cccc2cc(-c3cc(=O)oc4ccc(O)cc34)oc12,-4%,1%,35[activator],-1%,-1%,-6%,11%,1,0%,-27,-4%
CCOC(=O)N1CCN(C(=O)c2cc3sccc3n2C)CC1,-2%[0.365 µM],?,11,-2%,-5%,0%,0%,2,/,16,-12%

Entries of single compounds, looked up by structure. Order of values: Gal4-VP16 FLuc, RORg inh, Giardia kill, FLuc counter, Rab9 prom act, Tb PFK block, NPC1 promoter act, FBPA coupling cs, uPA surface inh, KCNH2 3.1 block, ELG1 genotoxic
CC1=C(C(=O)NC2CCCc3c2cnn3-c2cccc(C)c2C)OCCO1 (centres undefined) in the list: 11µM*, ?, 18, 2%, -30%[inhibitor], 0%, -26%, /, -3%, 20, -3%
CCOC(=O)C1(Cc2cccc(OC)c2)CCN(Cc2cccc(OCC)c2O)CC1 in the list: 19%, ?, -24, 5%, -14%, 7%, -2%, -2, 5%, -22, -11%

Back to the main list, repeating the 5 entries before the break.
structure,Gal4-VP16 FLuc,RORg inh,Giardia kill,FLuc counter,Rab9 prom act,Tb PFK block,NPC1 promoter act,FBPA coupling cs,uPA surface inh,KCNH2 3.1 block,ELG1 genotoxic
CCOc1ncccc1C(=O)OCC(=O)N1c2ccccc2CC1C (centres undefined),/,/,-13,4%,1%,1%,-6%,/,20%,-10,-2%
Clc1ccccc1-c1nnc2sc(-c3ccco3)nn12,9%,-8%,1,8%,5%,5%,-4%,1,-2%,6,3%
CC1=C(C(=O)NC2CCCc3c2cnn3-c2cccc(C)c2C)OCCO1 (centres undefined),11µM*,?,18,2%,-30%[inhibitor],0%,-26%,/,-3%,20,-3%
COc1cccc2cc(-c3cc(=O)oc4ccc(O)cc34)oc12,-4%,1%,35[activator],-1%,-1%,-6%,11%,1,0%,-27,-4%
CCOC(=O)N1CCN(C(=O)c2cc3sccc3n2C)CC1,-2%[0.365 µM],?,11,-2%,-5%,0%,0%,2,/,16,-12%
COC(=O)CC(=O)Cc1nc(N)nc(Nc2ccc(C)c(C)c2)n1,-11%,33%,-5,1%,1%,-1%,-2%,-3,4%,-23,-4%
Cc1c(NC(=O)CCc2ccccc2)cccc1[N+](=O)[O-],1%,3%,-12,-7%,-2%,-2%,0%,3,-7%,-17,-4%
COc1ccc(C(=O)Nc2cccnc2Cl)cc1OC,2%,-9%,9,0%,1%,0%,1%,0,-5%,1,8%
CC1(C)CC(NC(=O)C(c2ccccc2)c2ccccc2)CC(C)(C)N1,0%,-2%,-8,-2%,0%,2%,-2%,3,5%,-6,-1%
CCc1cccc(NC(=O)CSc2nc3c(c(=O)[nH]2)CCCC3)c1,-14%,25%,/,3%,-4%,5%,-1%,5,/,/,1%
COC(=O)C(CCSC)NC(=O)/C=C/c1ccc(OC)cc1 (centres undefined),22%,2%,-11,-17%,-10%,2%,0%,0,10%,-3,-4%
O=C1Nc2ccccc2/C1=C/c1ccccc1Cl,-10%,?,-9,?,1%,0%,22%,2,-2%,11,3%
Oc1ccc(/C=N/N2CCCCC2)c(O)c1,-12%,16%,14,19µM*,-5%[1.84 µM],-21%,?,0,-6%,-35,?
Cc1nn2c(NCCOCCO)c3c(nc2c1-c1ccccc1)CCC3,-4%,12%,-2,-1%,-1%,9%,0%,-7,-2%,2,0%
COC(=O)c1ccc(/C=C/C(=O)OCC(=O)c2ccc[nH]2)cc1,/,/,8,/,/,-2%,/,/,-2%,-18,0%
COC(=O)c1c(C(=O)OC)c2n(c1C)CCS2,-7%,0%,-22,-1%,-1%,0%,-2%,0,-6%,-6,0%
COCc1cc(CN2CCN(CCCc3ccccc3)C(CCO)C2)ccc1OC (centres undefined),2%,-40%,-26,1%,1%,1%,0%,5,-6%,-24,-6%
CSc1nc2ccc(Br)cc2[nH]1,-1%,14%,0,-6%,0%,0%,-3%,-1,0%,-72*,-5%
Cc1ccc2c(c1)sc[n+]2Cc1ccccc1,-13%,?,-2,5.4µM*,4%,8%,26%,-6,/,4,?
CCCS(=O)(=O)NCCc1csc(-c2ccc(OC)c(OC)c2)n1,-17%,0%,9,3%,-4%,2%,-1%,-1,-8%,15,-6%
Cc1ccc2cc(C#N)c(NCCNC(=O)C3CCC3)nc2c1C,-2%,-22%,30,2%,6%,1%,-1%,-2,-9%,5,-2%
COc1ccc(S(=O)(=O)N2CCOCC2)cc1NC(=O)COc1ccccc1,/,/,-6,4%,-2%,-4%,-7%,/,3%,2,8%
CN(CC(=O)NCC(=O)Nc1ccc(F)c(F)c1F)C1CCS(=O)(=O)C1 (centres undefined),/,/,-10,/,0%,-10%,1%,/,-4%,9,1%
COc1ccccc1OCCOCCOc1c(C)cc(C)cc1Br,-13%,24%,7,-1%,-2%,0%,0%,-2,2%,-15,-2%
COC(=O)N1C/C=C\C(c2ccc(OC)cc2)N(Cc2ccc(F)cc2)C(=O)C1 (centres undefined),11%&7%,27%&14%,-15&2,1%,-3%,0%,3%,0&2,-14%,/,1%
O=C(OCc1cnc(Cl)s1)c1cccs1,3%,-10%,8,-5%,-5%,-6%,8%,3,-2%,-4,0%
Cc1ccc(C(=O)C(OC(=O)c2c(C)cc(=O)oc2C)c2ccccc2)cc1 (centres undefined),4%,-2%,-16,4%,1%,2%,-2%,0,-9%,-6,0%
COc1ccc(CNC(=O)C[C@H]2C[C@H](C(=O)N3CCCCC3)[C@@]3(C)c4[nH]c5cc(-c6ccco6)ccc5c4CCN3C2=O)cc1OC,/,/,3,/,/,-13%,/,/,9%,-10,-10%
Cc1cccc(-n2c(N)c(-c3nc4ccccc4n3C)c3nc4ccccc4nc32)c1,5µM*,2.8µM*,-18,3%,-5%,4%,-6%,0,-1%,-96*,0%
CC(C)Sc1ncc(S(=O)(=O)c2ccccc2)c(=O)[nH]1,-3%,0%,-5,?,3%,-3%,-4%,6,-2%,-7,0%
NS(=O)(=O)c1ccc(N=NN2CCCCC2)cc1,-1%,9%,-5,17µM*,?,-4%,?,1,-3%,-29,11%
CCOC(=O)C1CCN(c2ncnc3c2[nH]c2cccc(OC)c23)CC1,-11%,26%,-12,-19%,5%,3%,0%,0,-4%,-12,-16%
CCN1CCN(S(=O)(=O)c2ccc(Cl)c(C(=O)NCc3nc4ccccc4[nH]3)c2)CC1,/,/,33[activator],/,/,4%,/,/,-7%,-4,-1%
CC(C)CCNC(=O)C1CCCN(S(=O)(=O)c2ccc3c(c2)CC(C)N3C(=O)C2CC2)C1 (centres undefined),2%,24%,-4,5%,1%,4%,0%,1,-6%,9,-2%
CCCCNS(=O)(=O)c1ccc(S(=O)(=O)n2cnc3ccccc32)cc1,0%,45%,8,-1%,-6%,3%,-3%,4,-9%,10,3%

High-throughput results from PubChem BioAssay.

Hits appear at their usual frequency; any-hit rate near 14%.
